DENV2 CPE rescue: protects cells from dengue virus 2 cytopathic effect | DENV2-infected cells, cytopathic effect rescue, plate reader | CPE inhibition, % at 9.99 µM | 350,000 tested, 1.7% active; in the data active means CPE inhibition above about 20%, passing the limit was not always enough; inconclusive means no clear call, values can overlap the other calls; tested in BHK-21 cells;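 further: 0% = median of neutral control wells and 100% = median of positive control wells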
ERp5 inh: blocks human ERp5 reductase activity on insulin. Q15084. ERp5 insulin aggregation, absorbance 650 nm, 90 min. inhibition, % at 9.99 µM. 350,000 tested, 0.05% active. AID 651711;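 active means mean replicate inhibition above about 25%, with every replicate also reaching it, limit read from the data, passing the limit was not always enough; inconclusive means only one of those two criteria met; inactive means neither criterion met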
Target sequence (Q15084 whole entry, looked up): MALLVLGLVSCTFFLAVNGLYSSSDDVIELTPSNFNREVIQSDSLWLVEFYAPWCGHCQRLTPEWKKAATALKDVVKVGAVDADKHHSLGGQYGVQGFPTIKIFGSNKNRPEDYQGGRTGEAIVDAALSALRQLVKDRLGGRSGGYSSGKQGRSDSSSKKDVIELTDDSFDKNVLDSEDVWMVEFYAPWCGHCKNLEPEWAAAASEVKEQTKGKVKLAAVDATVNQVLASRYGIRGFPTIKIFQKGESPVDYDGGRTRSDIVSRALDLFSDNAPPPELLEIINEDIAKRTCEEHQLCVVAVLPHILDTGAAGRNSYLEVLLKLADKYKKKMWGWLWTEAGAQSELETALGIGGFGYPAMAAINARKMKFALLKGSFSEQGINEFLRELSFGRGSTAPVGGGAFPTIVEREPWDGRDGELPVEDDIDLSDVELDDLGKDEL
CASP6 VEID inh: inhibitors of human caspase-6; purified caspase-6, Z-VEID-R110 cleavage fluorescence; AID 686996; P55212; inhibition, % at 12.5 µM; 350,000 tested, 0.53% active;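 active means mean inhibition across replicates at least about 35%, with every replicate also reaching that limit, limit read from the data; inconclusive means only one of the two criteria met; inactive means neither criterion met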;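 further: 0% = median of neutral control wells and 100% = no fluorescence left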
Target sequence (P55212 24-179 limits assumed): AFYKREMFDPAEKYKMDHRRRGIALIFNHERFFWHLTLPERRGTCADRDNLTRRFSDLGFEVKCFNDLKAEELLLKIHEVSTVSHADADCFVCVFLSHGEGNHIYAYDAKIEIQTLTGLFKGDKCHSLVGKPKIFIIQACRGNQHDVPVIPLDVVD
Target sequence (P55212 194-293 limits assumed): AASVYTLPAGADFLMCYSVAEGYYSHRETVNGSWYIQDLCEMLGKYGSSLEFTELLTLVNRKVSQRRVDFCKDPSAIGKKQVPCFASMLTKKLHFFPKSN
F508del corr: correctors of CFTR F508del function in bronchial epithelial cells; CFBE cells, YFP halide quenching; stimulated with forskolin plus potentiator P3; % fluorescence drop versus neutral controls; activity (quench increase), % at 7.58 µM; 350,000 tested, 0.36% active;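 active means mean added fluorescence quench of at least 8% versus neutral control, with both replicates also reaching 8%; inconclusive means only one of the mean or replicate conditions met; inactive means mean below 8% and not both replicates reaching 8%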;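 further: cells transiently co-express mutant CFTR-F508del with the halide-sensitive YFP; corrector assay measuring rescue of mutant channel to the surface after 24 h compound exposure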
miR-122 sensor: blocks miR-122 activity in Huh7 sensor cells | activation (reporter increase), % at 12.5 µM | AID 602342 | Huh7 miR-122 Renilla luciferase sensor, 48 h; neutral wells = 0, positive control = 100 | 340,000 tested, 0.3% active;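 active means mean replicate activation score at least 90 and every replicate individually at or above 90; inconclusive means only one of the two criteria met; inactive means neither criterion met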;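 further: higher luciferase means less miR-122 activity so hits act as miR-122 inhibitors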
SIRT5 inh: inhibitors of human sirtuin-5 desuccinylase | Purified SirT5, succinyl-peptide AMC, trypsin-coupled fluorescence | inhibition, % at 15 µM | 330,000 tested, 1.1% active | AID 652115; in the data active means inhibition above about 15%; inconclusive means no clear call, values can overlap the other calls
Target sequence (Q9NXA8 whole entry, looked up): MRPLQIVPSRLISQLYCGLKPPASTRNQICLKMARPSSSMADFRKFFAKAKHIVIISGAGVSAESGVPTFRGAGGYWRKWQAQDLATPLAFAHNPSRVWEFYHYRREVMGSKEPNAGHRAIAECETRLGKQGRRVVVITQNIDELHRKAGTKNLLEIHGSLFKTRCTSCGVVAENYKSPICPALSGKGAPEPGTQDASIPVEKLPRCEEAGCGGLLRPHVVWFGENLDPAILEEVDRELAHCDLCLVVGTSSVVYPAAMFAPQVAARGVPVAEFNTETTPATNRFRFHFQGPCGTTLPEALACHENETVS
ERAP1 HTS inh: blocks human ERAP1 aminopeptidase activity; Q9NZ08; recombinant ERAP1, Leu-AMC fluorescence, 60 min; inhibition, % at 10.7 µM; 340,000 tested, 0.15% active;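 active means mean replicate inhibition of at least 30%, or all replicates individually reaching that 30% level; inactive means mean below 30% and not every replicate reaching it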;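 further: 0% = neutral control wells and 100% = L-leucinethiol positive control wells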
* marks the source's active call; other numbers are inactive results; ? = inconclusive; . = not tested or not shown; [ ] = remark or other dose. Compounds as they come; about 4% have a hit in one of these screens.

SMILES	DENV2 CPE rescue	ERp5 inh	CASP6 VEID inh	F508del corr	miR-122 sensor	SIRT5 inh	ERAP1 HTS inh
C[C@@H]1CCCCO[C@@H](CN(C)S(=O)(=O)c2cccs2)[C@@H](C)CN([C@@H](C)CO)C(=O)c2cc(NC(=O)C3CCCCC3)ccc2O1	-3	-3	-1	0.0	5[16.7 µM]	4	2
COc1cc(/C=C/C(=O)N(C)CC(=O)Nc2ccccc2SC)cc(OC)c1OC	?	-15	2	1.9	.	-1	2
Nc1c(-c2n[nH]c(=S)n2-c2ccc(Cl)cc2Cl)cnn1-c1ccccc1	-6	-3	1	-1.2	0	-1	.
C[C@@H]1CCCCO[C@@H](CN(C)Cc2ccc(C(=O)O)cc2)[C@@H](C)CN([C@H](C)CO)C(=O)c2cc(NC(=O)Nc3ccc(F)cc3)ccc2O1	1	0	0	-1.7	4[16.7 µM]	-1	-4
O=C(Nn1cnc2ccccc2c1=O)c1c(F)cccc1F	18	2	-3	1.2	-16	-2	-7
COc1ccc(NC(=O)C(CC(C)C)NC(=O)C2CCC(C)CC2)c(OC)c1 (stereo not given)	11	-2	-2	1.3	4	-4	.
O=C1CCCCC/C1=N/Nc1ccc(OCc2ccccc2)cc1	4	0	-2	-3.4	.	-6	11
Cc1cccc(NC(=O)c2cc(-c3cc(C)ccc3O)n[nH]2)c1	-3	-10	-4	1.8	.	-2	1
O=C(C[C@H]1CC[C@@H]2[C@H](COC[C@@H](O)CN2Cc2cccc(C(F)(F)F)c2)O1)NCCc1ccncc1	-4	.	.	0.4	0[16.7 µM]	.	.
O=C(Nc1c(-c2ccccc2)nc2ncccn12)c1cc2ccccc2oc1=O	0	6	-1	3.2	-6	.	.
COc1ccc(NC(=O)C2(C)CCN2C)cc1OC (stereo not given)	13	-5	-3	-1.2	-6	0	-1
CCc1ccc(/C=N/NC(=O)Cc2ccc(OC)c(OC)c2)s1	-2	1	3	1.2	7	-1	1
Cn1c(C(=O)N2CCCCCC2)cc2c(=O)n(C)c3ccccc3c21	-3	6	2	1.7	8	-3	0
CNC[C@H]1OCCCC[C@H](C)Oc2ccc(NS(=O)(=O)c3cccs3)cc2C(=O)N([C@H](C)CO)C[C@@H]1C	-7	2	-2	0.4	2[16.7 µM]	3	1
CC(=O)N(C)C[C@H]1OCc2ccccc2-c2ccccc2C(=O)N([C@@H](C)CO)C[C@H]1C	18	3	-1	-1.3	.	-4	-3

Whole records from above. Screens in order: DENV2 CPE rescue	ERp5 inh	CASP6 VEID inh	F508del corr	miR-122 sensor	SIRT5 inh	ERAP1 HTS inh
`O=C(Nn1cnc2ccccc2c1=O)c1c(F)cccc1F` is listed as 18	2	-3	1.2	-16	-2	-7
`Cn1c(C(=O)N2CCCCCC2)cc2c(=O)n(C)c3ccccc3c21` is listed as -3	6	2	1.7	8	-3	0

(listing goes on)
SMILES	DENV2 CPE rescue	ERp5 inh	CASP6 VEID inh	F508del corr	miR-122 sensor	SIRT5 inh	ERAP1 HTS inh
CC(C)c1ccc(/C=C/C(=O)N2CCc3ccccc3C2)cc1	.	0	-1	-0.5	8	1	1
CN1C(=O)/C(=C/c2ccc(O)c([N+](=O)[O-])c2)NC1=S	2	8	-1	-0.4	-5	-1	12
O=C(NCc1ccc(F)cc1)[C@@H]1[C@@H](CO)[C@@H]2Cn3c(ccc(-c4cccnc4)c3=O)[C@H]1N2	?	1	2	1.0	-7[16.7 µM]	-35	3
Cc1nc(N2CCN(C)CC2)c2cc(-c3ccccc3)sc2n1	.	2	-1	-3.7	-6	-1	3
Cc1noc(C)c1S(=O)(=O)Nc1ccc2c(c1)C(=O)N([C@@H](C)CO)C[C@H](C)[C@@H](CN(C)C(=O)Nc1ccccc1)OCCCC[C@H](C)O2	0	1	0	-1.2	-1[16.7 µM]	-3	-1
Clc1ccc2nc(-c3cccc(Br)c3)c(Cc3ccsc3)n2c1	?	0	0	-1.7	-4	0	3
Cc1cccc(OCCn2c(=O)oc3ccc(C)cc32)c1	-11	1	-11	-1.8	-2	0	-3
CO[C@H]1CN(C)C(=O)c2cc(NC(=O)NC(C)C)ccc2OC[C@H](C)N(Cc2ccccn2)C[C@H]1C	6	-7	-2	0.2	.	-3	0
CC(=O)N(C)C[C@@H]1Oc2cc(-c3cncnc3)ccc2S(=O)(=O)N([C@H](C)CO)C[C@@H]1C	5	-4	0	1.1	-7[16.7 µM]	-3	-1
COc1ccc(OCCCCN2CCC(C)CC2)cc1	4	3	-6	-1.6	3	0	-1
O=C(CCn1cccn1)N1CCCC(Nc2ccc(F)c(F)c2)C1 (stereo not given)	-12	-2	0	0.4	-1	.	0
O=C(CCCOC(=O)c1ccc(O)cc1O)c1ccc(Br)cc1	5	-1	13	0.6	0	0	1
CCCCc1c(-c2ccc(OC)c(OC)c2)ncn1CCc1ccccc1OC	6	5	1	2.4	.	-2	-3
Cc1ccc(CN2CC(=O)N3[C@H](C2)[C@@H](c2ccc(Br)cc2)[C@@H]3CO)cc1	-2	3	-1	0.6	.	-2	0
CC(C)CC#Cc1ccc2c(c1)O[C@@H](CN(C)Cc1ccc(C(=O)O)cc1)[C@H](C)CN([C@@H](C)CO)S2(=O)=O	3	-2	.	2.9	.	14	.
C[C@@H]1CN([C@@H](C)CO)C(=O)c2cc(NC(=O)c3ccncc3)ccc2O[C@H]1CN(C)C	-3	0	0	0.5	3[16.7 µM]	-4	-6
COC(=O)CC(NC(=O)Nc1ccc(C)cc1)c1cccc([N+](=O)[O-])c1 (stereo not given)	-1	1	3	2.1	.	0	6
C[C@@H]1CN([C@H](C)CO)C(=O)c2cc(NC(=O)Nc3cccc4ccccc34)ccc2O[C@@H]1CN(C)C(=O)Nc1ccc2c(c1)OCO2	33*	4	-1	-0.1	-8[16.7 µM]	10	3
CCCCOc1ccc(C(=O)NC2CCCCN(CCC)C2=O)cc1 (stereo not given)	2	1	5	-3.1	.	.	-5
COc1ccc(NC(=O)c2ccc3ccccc3c2)cc1NS(=O)(=O)c1ccc(F)cc1	.	-2	3	.	.	-3	7
CC(=O)N1c2ccc(S(=O)(=O)N3CCCC3)cc2CC1C(=O)NCc1ccc(OC(C)C)cc1 (stereo not given)	4	0	5	0.3	5	10	1
Cc1cc(C)cc(NC(=S)N(Cc2ccc(Br)cc2)Cc2ccc(C(=O)O)cc2)c1	.	2	7	-2.0	1	-3	1
COC(=O)[C@@]1(Cc2ccc(OC)cc2)[C@H]2c3cc(C(=O)N(C)C)n(C[C@H](O)CO)c3C[C@H]2CN1C(=O)c1ccccc1	-14	0	-1	-0.2	.	.	.
CCCNC(=O)N(C)C[C@@H]1Oc2cc(-c3cccnc3)ccc2S(=O)(=O)N([C@@H](C)CO)C[C@H]1C	-5	-4	-2	1.2	-1[16.7 µM]	-4	-3
CO[C@@H]1CN(C)C(=O)c2ccc(NS(C)(=O)=O)cc2OC[C@@H](C)N(S(C)(=O)=O)C[C@H]1C	15	3	2	1.8	.	-7	0
COc1ccc(Nc2nnc(SC(C(=O)Nc3ccc(OC)c(Cl)c3)c3ccccc3)s2)cc1 (stereo not given)	0	5	-3	1.3	.	-2	4
Nc1nonc1C(=O)N1CCCC1	-1	2	3	-3.2	247*	-3	-1
COC(=O)C(CC(=O)c1ccccc1)CC(=O)c1ccccc1	-1	1	-2	-8.0	2	0	1
CN(Cc1cnccn1)C(=O)CC1C(=O)NCCN1Cc1c(F)cccc1Cl (stereo not given)	1	1	4	-3.4	-3	-1	-3
COc1ccc(S(=O)(=O)NCCc2c[nH]c3ccc(Cl)cc23)cc1	5	2	12	-2.6	42	-2	-1
Cc1nn(C(C)C(=O)N/N=C/c2ccc(N(C)C)cc2)c(C)c1[N+](=O)[O-] (stereo not given)	-6	1	2	.	.	1	-2
COCC(=O)Nc1ccc2c(c1)[C@@H]1C[C@H](CC(=O)N[C@@H](C)c3ccccc3)O[C@@H](CO)[C@@H]1O2	10	2	-4	2.0	1[16.7 µM]	1	0
COc1cc(C(=O)OCC(=O)N(CC(C)C)C2CCS(=O)(=O)C2)ccc1OCC(C)C (stereo not given)	?	6	-3	4.0	-2	-2	-4
COc1ccccc1NC(=O)N1CC(=O)N2[C@@H](CO)[C@H](c3ccc(C#Cc4ccc(F)cc4)cc3)[C@@H]2C1	33*	2	1	-0.3	.	2	0
C[C@@H]1CCCCO[C@@H](CN(C)C(=O)Cc2ccccc2)[C@H](C)CN([C@@H](C)CO)C(=O)c2cc(NS(=O)(=O)c3ccccc3)ccc2O1	-8	6	0	0.6	-5[16.7 µM]	-2	-1
CN(C)C(=O)c1cccc(-c2ccc([C@H]3[C@@H](CO)N4CCCCN(C(=O)C5CCCC5)C[C@H]34)cc2)c1	3	-1	0	-1.5	-28[16.7 µM]	2	2
COc1ccc(C(=O)Oc2cc(N)n(S(=O)(=O)c3ccc(C)cc3)n2)cc1	-3	-3	1	3.3	0	-4	0
CC(C)N=C1NN=C(c2cccs2)CS1	-11	2	-2	2.3	.	-2	0
C[C@@H]1CN([C@@H](C)CO)C(=O)Cc2cc(NS(=O)(=O)c3ccc(Cl)cc3)ccc2O[C@@H]1CN(C)S(=O)(=O)c1cn(C)cn1	13	0	-4	-2.2	5[16.7 µM]	0	-1
O=C(Nc1ccccc1F)N1C[C@H]2[C@@H](c3ccccc31)[C@H](CO)N2C(=O)C1CCOCC1	?	-6	3	-1.5	12[16.7 µM]	1	5
O=c1c(-c2nn[nH]n2)coc2ccc(Cl)cc12	.	-2	-3	-4.7	1	-2	-4
COc1ccc(NC(=O)CSc2ccccc2)cc1S(=O)(=O)N1CCOCC1	12	4	2	-0.1	.	-1	2
Cc1noc(C)c1S(=O)(=O)Nc1cccc2c1O[C@H](CN(C)Cc1ccc(Cl)c(Cl)c1)[C@H](C)CN([C@H](C)CO)C2=O	-1	-2	-1	2.1	-7[16.7 µM]	8	-2
CC(=O)N1CCc2c(sc(NC(=O)c3ccc(S(=O)(=O)N(C)C)cc3)c2C#N)C1	3	-3	11	-0.4	-5	-25	15
O=[N+]([O-])c1ccc(S(=O)(=O)N/N=C/c2ccco2)cc1	6	-4	-4	0.4	.	-1	1
COc1ccc(CCNC(=O)CCCC(=O)n2nc(C)c3ccccc32)cc1OC	9	-1	3	3.0	-8	-1	7
O=C(CCCn1c(SCc2cc(=O)n3ccccc3n2)nc2ccccc2c1=O)NCC1CCCO1 (stereo not given)	8	0	-2	0.2	-1	0	1
C[C@@H]1CN([C@@H](C)CO)C(=O)c2cc(NC(=O)Cc3ccccc3)ccc2O[C@@H]1CN(C)S(=O)(=O)c1ccc(Cl)cc1	-2	3	-1	0.7	66[16.7 µM]	12	-1
COc1ccccc1C(=O)Cc1ccccc1	2	-1	-1	0.3	-12	1	2
COc1ccc(-c2cc3ccc(OCC(C)=O)cc3oc2=O)cc1OC	-1	-4	0	0.9	0	-9	5
CCC(NC(=O)c1ccccc1NC(=O)C(C)(C)C)C(=O)N1CC(C)OC(C)C1 (stereo not given)	?	-5	-1	2.3	-2	-3	0
Nc1ccc2c(c1)C(=O)c1cc(Cl)c(Cl)cc1-2	-6	-4	-2	-1.1	.	-4	-3
Cc1ccc(S(=O)(=O)N2C[C@H]3C(=O)C[C@@H](c4ccccc4F)N(S(=O)(=O)c4ccc(C)cc4)[C@H]3C[C@H]2c2ccccc2)cc1	-9	4	0	-2.4	19	-2	-1
Cc1ccc(/C=N/NC(=O)c2ccc3ccccc3c2)s1	-4	1	0	11*	-2	1	-2
O=C(O)CCNC(=S)Nc1cccc(F)c1	-1	-1	0	0.6	.	-1	0
C[C@@H]1CCCCO[C@@H](CN(C)C(=O)Cc2ccccc2)[C@H](C)CN([C@@H](C)CO)C(=O)c2cc(NC(=O)C3CCCCC3)ccc2O1	-3	.	.	-0.6	-5[16.7 µM]	.	.
CCOC(=O)c1ccc(Nc2cc(C)nc(-c3ccccc3O)n2)cc1	-2	8	-1	.	4	-3	-1
Cc1cc(-c2nc3ncccc3o2)ccc1NC(=O)c1ccc([N+](=O)[O-])o1	6	0	-2	-0.7	-5	5	-16

Source: PubChem
